Source: PubChem BioAssay
LAP4 TOR yeast = yeast TOR pathway LAP4-GFP modulation; S. cerevisiae LAP4-GFP multiplex, flow cytometry GFP, 3 h; median GFP as percent of DMSO wells; GFP response vs DMSO, % at 10 µM; 320,000 compounds, 0.34% hits; AID 2023;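 active = GFP response vs DMSO above a set limit, about the screen mean plus 3 SD, cut at about 150% in these data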
AGP1 TOR yeast = alters AGP1-GFP fluorescence in TOR pathway yeast screen. S. cerevisiae AGP1-GFP multiplex flow cytometry, 3 h; GFP as percent of DMSO wells. AID 2066. 320,000 compounds, 0.02% hits. GFP response vs DMSO, % at 10 µM;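 active = GFP response relative to DMSO above a set limit, near screen average plus 3 SD, cut at about 150% in these data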;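 also: median GFP channel fluorescence of the gated AGP1 strain per well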
MEP2 TOR yeast = modulators of TOR pathway MEP2-GFP in S. cerevisiae | S. cerevisiae MEP2-GFP strain, flow cytometry GFP, 3 h; 100% = DMSO control level | GFP response vs DMSO, % at 10 µM | 330,000 compounds, 0.51% hits;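 active = GFP response versus DMSO above a set limit, roughly screen mean plus 3 SD, cut at about 180% in these data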;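 also: median GFP fluorescence of the barcode-gated MEP2-GFP cells per well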
RPL19A TOR yeast = alters RPL19A-GFP fluorescence in TOR pathway yeast screen; 330,000 compounds, 0.3% hits; AID 2025; S. cerevisiae RPL19A-GFP strain, flow cytometry, 3 h; active compounds read low; percent response vs DMSO, % at 10 µM;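 active = percent response vs DMSO below 50%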;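 also: median channel GFP fluorescence of the barcoded RPL19A-GFP strain; ratio of sample median GFP to plate DMSO average so 100% = DMSO; lower means less RPL19A-GFP as with rapamycin TOR inhibition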
proCasp7 act = counter-screen for procaspase-3 activators: activators of human procaspase-7 | P55210 | recombinant procaspase-7, Ac-DEVD-pNA absorbance 405 nm; D23A/D198A/D206A triple mutant, cannot self-cleave; scale: DMSO 0, 5 µM enzyme 100 | activation, % at 8.5 µM | 330,000 compounds, 0.093% hits | AID 463210;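 active = percent activation above the screen-wide mean plus 3 SD, cut at about 25% in these data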
Target sequence (P55210 whole entry D23A/D198A/D206A): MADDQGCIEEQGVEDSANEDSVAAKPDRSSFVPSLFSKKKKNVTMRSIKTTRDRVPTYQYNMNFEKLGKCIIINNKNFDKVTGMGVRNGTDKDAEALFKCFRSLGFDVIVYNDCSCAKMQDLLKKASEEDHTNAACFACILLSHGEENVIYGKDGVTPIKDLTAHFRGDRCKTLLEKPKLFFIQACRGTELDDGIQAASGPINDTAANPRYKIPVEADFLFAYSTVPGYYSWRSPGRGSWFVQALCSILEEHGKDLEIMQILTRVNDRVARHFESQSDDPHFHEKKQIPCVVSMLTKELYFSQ
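buffer or medium = Zinc-free HEPES/NaCl buffer, pH 7.4 | material = Procaspase-7 triple mutant (PC-7 D3A) | input = 2 µM procaspase-7 mutant as dispensed | signal = Epi-absorbance of released pNA at 405 nm, two timepoints | timing = 1 h preincubation, 2 h reaction | replicates = singlicate compound testing | evaluation = % activation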
proCasp3 act = activates human procaspase-3; recombinant procaspase-3 D3A, Ac-DEVD-pNA absorbance 405 nm; activation, % at 8.5 µM; 330,000 compounds, 0.11% hits; AID 463141;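 active = activation above the mean of all tested compounds plus 3 SD, cut at about 21% in these data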;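 also: 0% = DMSO alone and 100% = DMSO wells spiked with extra 5 µM PC-3 D3A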
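Test system: Procaspase-3 D3A mutant, all three cleavage aspartates alanine | Dosing: Single dose, 8.5 µM nominal compound, 0.8% DMSO | Schedule: 1 h preincubation, 2 h reaction | Technique: 405 nm absorbance of p-nitroaniline, reads at 0 and 120 min | Repeats: One well per compound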
AHR activator = activators of human aryl hydrocarbon receptor | P35869 | AHR-responsive luciferase reporter cells, luminescence | activation, % at 5 µM | 320,000 compounds, 2.5% hits | AID 2796; in the data active = activation above about 47%;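 also: 0% = vehicle wells and 100% = reference agonist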
Target sequence (P35869 whole entry, looked up): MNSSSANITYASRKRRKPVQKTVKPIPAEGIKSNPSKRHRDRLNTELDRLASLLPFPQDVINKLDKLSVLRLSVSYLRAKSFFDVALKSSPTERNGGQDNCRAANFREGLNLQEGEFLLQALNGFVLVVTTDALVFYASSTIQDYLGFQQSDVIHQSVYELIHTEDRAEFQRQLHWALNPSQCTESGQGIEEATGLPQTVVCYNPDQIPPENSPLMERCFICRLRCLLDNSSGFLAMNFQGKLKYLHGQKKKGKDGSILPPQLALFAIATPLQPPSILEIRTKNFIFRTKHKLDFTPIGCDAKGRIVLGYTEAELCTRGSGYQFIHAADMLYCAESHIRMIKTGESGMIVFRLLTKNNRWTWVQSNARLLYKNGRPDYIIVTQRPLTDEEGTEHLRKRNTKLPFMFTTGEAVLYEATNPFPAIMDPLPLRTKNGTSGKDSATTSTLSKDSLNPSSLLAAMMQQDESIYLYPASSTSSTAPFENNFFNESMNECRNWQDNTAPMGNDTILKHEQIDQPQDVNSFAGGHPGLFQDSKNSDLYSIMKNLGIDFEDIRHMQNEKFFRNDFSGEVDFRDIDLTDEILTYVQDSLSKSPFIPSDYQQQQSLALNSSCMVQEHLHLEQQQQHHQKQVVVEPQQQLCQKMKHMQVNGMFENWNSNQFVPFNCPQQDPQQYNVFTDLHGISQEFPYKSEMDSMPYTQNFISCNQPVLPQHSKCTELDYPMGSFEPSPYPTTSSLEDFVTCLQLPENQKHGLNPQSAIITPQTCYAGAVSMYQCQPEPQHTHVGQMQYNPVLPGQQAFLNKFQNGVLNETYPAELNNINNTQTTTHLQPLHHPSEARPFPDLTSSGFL
CIT2 TOR yeast = yeast TOR pathway CIT2-GFP modulation | S. cerevisiae CIT2-GFP strain, flow cytometry, 3 h; 100 means same as DMSO wells | GFP response vs DMSO, % at 10 µM | 320,000 compounds, 0.065% hits | AID 2029;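 active = GFP response relative to DMSO above a set limit, near the screen mean plus 3 SD, cut at about 150% in these data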;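 also: ratio of well median GFP fluorescence to mean of DMSO wells on the plate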
Numbers without * were called inactive; nt = not tested or not shown. Outcome played no part in choosing rows. About 3.5% of those tested had a hit in this group.

Start of the listing, in advance (4 entries):
SMILES	LAP4 TOR yeast	AGP1 TOR yeast	MEP2 TOR yeast	RPL19A TOR yeast	proCasp7 act	proCasp3 act	AHR activator	CIT2 TOR yeast
CCC1(C)Cc2nc3[nH]c(=S)n(-c4ccccc4C)c(=O)c3cc2CO1 (configuration not stated)	104	103	105	103	6	-7	-1	96
COc1ccc(NC(=O)CSc2ncccc2C(=O)OC(C)C)cc1OC	102	105	104	102	0	3	8	111
CCCCNC(=S)N1CCN(Cc2ccc3c(c2)OCO3)CC1	115	108	96	96	-4	6	1	95
CCN(CC)S(=O)(=O)c1cc(C)c(C)cc1Br	134	97	96	97	13	2	-1	88

This part in full, repeating the preview:
SMILES	LAP4 TOR yeast	AGP1 TOR yeast	MEP2 TOR yeast	RPL19A TOR yeast	proCasp7 act	proCasp3 act	AHR activator	CIT2 TOR yeast
CCC1(C)Cc2nc3[nH]c(=S)n(-c4ccccc4C)c(=O)c3cc2CO1 (configuration not stated)	104	103	105	103	6	-7	-1	96
COc1ccc(NC(=O)CSc2ncccc2C(=O)OC(C)C)cc1OC	102	105	104	102	0	3	8	111
CCCCNC(=S)N1CCN(Cc2ccc3c(c2)OCO3)CC1	115	108	96	96	-4	6	1	95
CCN(CC)S(=O)(=O)c1cc(C)c(C)cc1Br	134	97	96	97	13	2	-1	88
O=C1CCN(Cc2nnnn2CC2CCCO2)c2ccccc2N1 (configuration not stated)	96	101	103	99	0	4	1	101
CCCC1(C(=O)O)NC(c2cccc(OC)c2O)C2C(=O)N(c3ccccc3)C(=O)C21 (configuration not stated)	98	105	99	99	-3	8	-2	103
Cc1ccc(NC(=O)CN2C(=O)NC(C)(c3ccccc3)C2=O)c(C)c1 (configuration not stated)	101	93	110	105	-5	9	4	88
S=c1[nH]nc(-c2ccccc2)n1/N=C/c1cccs1	110	87	96	95	-19	-24	37	102
CC(=O)c1cccc(NC(=O)CN(C)S(=O)(=O)c2ccc3c(c2)CC(C)N3C(C)=O)c1 (configuration not stated)	98	83	102	95	0	1	0	102
CC(=O)NC1=NC(=O)/C(=C/N2CCCCC2)S1	101	102	105	93	1	2	0	102
COc1ccc(OCc2cc(=O)c3ccc4c(c3o2)C=CC(C)(C)O4)cc1OC	103	99	99	98	6	5	7	90
CS(=O)(=O)c1ccc2nc(NC(=O)c3ccc(S(=O)(=O)NCC4CCCO4)cc3)sc2c1 (configuration not stated)	108	94	93	95	8	8	0	96
CCc1nnc(NC(=O)CC23CC4CC(CC(C4)C2)C3)s1	111	97	105	99	7	5	6	94
COc1cccc(CNC(=O)c2nnn(CC(=O)Nc3ccc(C)c(C)c3)c2N)c1	105	110	106	108	-1	5	0	107
O=C(CSc1nnnn1Cc1ccccc1)N1CCN(c2ccccc2)CC1	107	102	101	100	14	-3	1	99
CC1CCCC(C)N1C(=O)CSc1nnc(NC(=O)Cc2cccs2)s1 (configuration not stated)	89	99	102	99	14	2	-1	nt
CC(=O)c1cccc(NC(=O)CC2SC(N3CCCCC3)=NC2=O)c1 (configuration not stated)	99	103	98	102	-5	6	3	109
CCN1C(=O)N[C@@H](c2cccc(C(F)(F)F)c2)C(C(C)=O)=C1C	136	94	97	101	4	2	-4	119
Cc1ccc(CNC(=O)C2CC(c3cc(C(F)(F)F)cc(C(F)(F)F)c3)=NO2)o1 (configuration not stated)	100	101	105	105	-8	3	0	101
Clc1cccc(OCc2nc(-c3ccncc3)n[nH]2)c1	98	103	101	99	-10	4	15	99
Cc1ccc(CN(C)C(=O)c2ccc3c(c2)NC(=O)CS3)o1	108	103	99	97	-10	-8	3	98
CC1CN(c2ccc(S(=O)(=O)N3CCOCC3)cn2)CC(C)O1 (configuration not stated)	113	103	104	95	16	-4	0	101
Cc1cccc2cc(CN(Cc3nnnn3Cc3ccccc3)C3CCCC3)c(=O)[nH]c12	104	109	101	105	1	-5	13	102
O=C(O)CCc1ccc(-c2ccc(Br)cc2)o1	153*	72	91	95	-9	-7	0	68
COc1ccc(C(=O)N/N=C\c2coc3ccc(Cl)cc3c2=O)cc1	106	94	88	92	1	5	3	96

Results in proCasp3 act (six entries from above):
| smiles | proCasp3 act |
| --- | --- |
| CCCC1(C(=O)O)NC(c2cccc(OC)c2O)C2C(=O)N(c3ccccc3)C(=O)C21 (configuration not stated) | 8 |
| Cc1ccc(NC(=O)CN2C(=O)NC(C)(c3ccccc3)C2=O)c(C)c1 (configuration not stated) | 9 |
| S=c1[nH]nc(-c2ccccc2)n1/N=C/c1cccs1 | -24 |
| CC(=O)c1cccc(NC(=O)CN(C)S(=O)(=O)c2ccc3c(c2)CC(C)N3C(C)=O)c1 (configuration not stated) | 1 |
| CC(=O)NC1=NC(=O)/C(=C/N2CCCCC2)S1 | 2 |
| COc1ccc(OCc2cc(=O)c3ccc4c(c3o2)C=CC(C)(C)O4)cc1OC | 5 |

Further compounds.
SMILES	LAP4 TOR yeast	AGP1 TOR yeast	MEP2 TOR yeast	RPL19A TOR yeast	proCasp7 act	proCasp3 act	AHR activator	CIT2 TOR yeast
COc1cc(C(=O)NCc2cc(C)nc3ccccc23)cc(OC)c1OC	106	108	100	100	3	1	5	97
N#Cc1cc([N+](=O)[O-])ccc1NC(=O)COC(=O)c1cnccn1	93	102	102	100	0	5	11	104
COc1ccc(NC(=O)c2cc(C)on2)cc1	108	100	103	98	-2	-2	-1	99
COc1ccccc1OCCCn1c(C)c(C#N)c2ccccc21	104	92	96	91	6	-1	37	87
Cc1ccnc2nc(C(=O)NC3CCCc4ccccc43)nn12 (configuration not stated)	102	101	133	100	3	5	1	104
O=C1OCc2cccc([N+](=O)[O-])c21	94	98	99	103	-5	-5	-3	96
CCC(C)n1nnc2c(=O)oc3ccccc3c21 (configuration not stated)	101	106	106	101	7	4	0	102
CS(=O)(=O)Nc1ccccc1N=C(c1ccccc1)c1ccccc1	84	91	104	94	8	4	1	97
Cc1ccc2cc3c(NC(=O)C4CCCO4)nn(CC(C)C)c3nc2c1 (configuration not stated)	104	102	106	103	0	-9	13	nt
CC(=O)Nc1ccc(NC(=O)c2cccc(S(=O)(=O)N(C)C3CCCCC3)c2)cc1	93	100	103	95	0	-3	1	100
CC(C)(C)NC(=O)C(OC(=O)Cn1nnc(-c2ccc(F)cc2)n1)c1ccncc1 (configuration not stated)	99	111	110	103	7	2	5	101
Cc1cc(=O)[nH]c(Nc2cccc(Cl)c2C)n1	98	106	110	107	12	5	9	103
COc1cccc(CN(C)CC(=O)NCc2ccc(F)cc2)c1OC	95	96	94	99	2	-5	-1	94
COC(=O)[C@H](C)NC(=O)NC1CCN(Cc2ccccc2)CC1	93	103	94	98	-1	4	-1	99
O=C(OCc1c(-c2ccccc2)ncc2ccccc12)c1ccc(Br)cc1	99	92	89	93	9	0	2	89
C=CC(=O)Nc1sc2c(c1C(N)=O)CCCC2	118	92	105	104	0	8	-2	87
CC(C)(C)C1CCC(=O)N(CCOc2ccccc2)CC1 (configuration not stated)	104	104	102	100	-13	5	7	101
CCc1ccc(NC(=O)c2cnccn2)cc1	94	95	103	107	6	8	0	102
O=C(Nc1nc2c(F)cccc2s1)C1CC1	104	91	99	95	-3	-2	48*	98
O=C(Nc1ccc(S(=O)(=O)NC2=NCCCCC2)cc1)c1ccco1	103	100	93	94	4	4	0	98
Cc1cc([N+](=O)[O-])nn1CC(=O)N/N=C/c1ccccc1Br	109	100	115	91	0	-3	1	105
CCn1cc(/C=C/C(=O)NCc2c(C)nn(C)c2C)cn1	96	98	94	93	-1	4	-1	99
Cc1ccnc(NS(=O)(=O)c2ccc(NS(=O)(=O)c3cc(Cl)ccc3Cl)cc2)n1	91	98	101	99	7	-2	7	96
COc1ccc(/C(O)=C2/C(=O)C(=O)N(CC3CCCO3)C2c2ccc(O)c(OC)c2)cc1 (configuration not stated)	100	105	103	102	-5	7	-1	110
COc1ccccc1CNC(=O)COC(=O)COc1ccccc1F	96	95	96	92	-6	5	2	90

Single records, as listed above. Order of screens: LAP4 TOR yeast	AGP1 TOR yeast	MEP2 TOR yeast	RPL19A TOR yeast	proCasp7 act	proCasp3 act	AHR activator	CIT2 TOR yeast
Results for `CC1CCCC(C)N1C(=O)CSc1nnc(NC(=O)Cc2cccs2)s1` (configuration not stated) : 89	99	102	99	14	2	-1	nt
Results for `Cc1ccc(CNC(=O)C2CC(c3cc(C(F)(F)F)cc(C(F)(F)F)c3)=NO2)o1` (configuration not stated) : 100	101	105	105	-8	3	0	101

(listing goes on)
SMILES	LAP4 TOR yeast	AGP1 TOR yeast	MEP2 TOR yeast	RPL19A TOR yeast	proCasp7 act	proCasp3 act	AHR activator	CIT2 TOR yeast
Cc1ccc(S(=O)(=O)N2CCC3(CC2)OCCO3)c(C)c1	109	101	100	99	7	-8	0	89
CC1(C)Cc2cccc(OCC(=O)OCC(=O)Nc3ccccc3)c2O1	102	107	96	101	0	2	-1	100
Cc1nc(SCC(=O)c2ccc(F)cc2)n[nH]1	100	104	106	104	-13	-11	0	87
CCN(Cc1ccc2c(c1)OCO2)C(=O)/C=C/c1cccc(Br)c1	96	97	104	101	-8	3	11	104
COC(=O)c1c(NC(=O)c2ccccc2F)sc(C(=O)N2CCOCC2)c1C	91	103	101	101	12	6	3	103
CCOC(=O)c1c(-c2ccc(F)cc2)csc1/N=C/N(C)C	110	87	102	104	-2	10	12	88
CCCCOc1ccc(N2CC(C(=O)NCc3ccco3)CC2=O)cc1 (configuration not stated)	91	105	100	103	-9	-3	2	103
Cc1ccccc1C(=O)Nc1ccc(C(=O)N/N=C/c2ccncc2)cc1	103	100	96	99	12	-2	0	109
O=C(O)c1ccccc1-c1ccccc1C(=O)NNc1ccccc1	89	103	95	107	-3	-2	-2	101
CC(C)(C)n1nc(Cc2cccc3ccccc23)c(C#N)c1N	122	86	95	97	8	21	51*	91
CCN(CC)C(=O)CSc1nnc(-c2cccnc2)n1CCc1ccccc1	97	105	104	102	-6	3	-1	105
c1ccc2c(c1)CCN(c1ncnc3nc[nH]c13)C2	94	101	100	101	3	1	3	98
COc1ccc(-c2cc(-c3ccccc3)nc(SCC(=O)Nc3ncc(C)s3)c2C#N)cc1	109	102	104	103	1	4	6	100
Cc1ccsc1/C=N/NC(=O)c1nnn(-c2nonc2N)c1-c1ccccc1	97	103	102	102	1	-6	12	103

Seven entries from above, sorted by the value under RPL19A TOR yeast, ascending:
| smiles | LAP4 TOR yeast | AGP1 TOR yeast | MEP2 TOR yeast | RPL19A TOR yeast | proCasp3 act | AHR activator | CIT2 TOR yeast |
| --- | --- | --- | --- | --- | --- | --- | --- |
| CC(C)(C)n1nc(Cc2cccc3ccccc23)c(C#N)c1N | 122 | 86 | 95 | 97 | 21 | 51* | 91 |
| Cc1ccccc1C(=O)Nc1ccc(C(=O)N/N=C/c2ccncc2)cc1 | 103 | 100 | 96 | 99 | -2 | 0 | 109 |
| COC(=O)c1c(NC(=O)c2ccccc2F)sc(C(=O)N2CCOCC2)c1C | 91 | 103 | 101 | 101 | 6 | 3 | 103 |
| Cc1ccsc1/C=N/NC(=O)c1nnn(-c2nonc2N)c1-c1ccccc1 | 97 | 103 | 102 | 102 | -6 | 12 | 103 |
| COc1ccc(-c2cc(-c3ccccc3)nc(SCC(=O)Nc3ncc(C)s3)c2C#N)cc1 | 109 | 102 | 104 | 103 | 4 | 6 | 100 |
| CCOC(=O)c1c(-c2ccc(F)cc2)csc1/N=C/N(C)C | 110 | 87 | 102 | 104 | 10 | 12 | 88 |
| O=C(O)c1ccccc1-c1ccccc1C(=O)NNc1ccccc1 | 89 | 103 | 95 | 107 | -2 | -2 | 101 |
